ERG Ets-DNA blk: blocks human ERG Ets domain binding to DNA; P11308; fluorescence polarization, His-ERG Ets domain / labelled DNA; Potency, µM (top dose mostly 76.9 µM), for inactives: top-dose FP activity, negative = inhibition, most hits filed as inhibitors; 370,000 tested, 0.028% active; active = well fitted inhibition curve with a large enough effect in the polarisation, with a control signal flat; inconclusive = small, poorly fitted or top-dose-only effect, or effect the other way, or a change in a side signal; inactive = no such curve, though single readings can be large or run the other way; the % refers to the polarisation;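 note: polarization taken with two DNA probes labelled with fluorescein and Texas red; potency is the fitted concentration of half-maximal effect; % of control where 0% means no effect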
Target sequence (P11308 whole entry, looked up, the tested form may be a part): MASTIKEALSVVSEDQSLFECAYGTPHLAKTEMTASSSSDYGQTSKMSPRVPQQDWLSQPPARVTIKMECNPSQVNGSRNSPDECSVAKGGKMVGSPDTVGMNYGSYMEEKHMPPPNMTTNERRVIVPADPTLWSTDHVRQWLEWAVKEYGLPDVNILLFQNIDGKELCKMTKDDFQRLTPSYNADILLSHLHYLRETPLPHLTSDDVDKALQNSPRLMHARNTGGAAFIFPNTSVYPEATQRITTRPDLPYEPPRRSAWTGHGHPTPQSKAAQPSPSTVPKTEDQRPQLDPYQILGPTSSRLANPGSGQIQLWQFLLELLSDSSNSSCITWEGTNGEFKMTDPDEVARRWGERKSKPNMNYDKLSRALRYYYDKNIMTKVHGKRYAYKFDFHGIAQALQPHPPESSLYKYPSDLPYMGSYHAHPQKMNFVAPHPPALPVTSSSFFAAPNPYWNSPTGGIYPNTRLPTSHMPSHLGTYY
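His-tagged ERG Ets domain (1 uM in the protein solution; 300mM KCl, 50mM Tris-HCl, 1mM EDTA, 1mM DTT, pH 7.5) received compound, then a probe mix of 5 nM fluorescein-DNA and 100nM Texas-615-DNA. Fluorescence polarization was read for both dyes.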
HP1b binding inh: blocks HP1-beta chromodomain binding to methylated histone tails. P83916. AlphaScreen HP1-beta / biotin-H3K9me3 peptide binding. Potency, µM (series often up to 114 µM), for the others: top-dose activity change, negative = inhibition, hits mostly inhibitors. 390,000 tested, 0.56% active. AID 540317; note: potency is the fitted concentration of half-maximal effect; nearly all actives have a fitted effect of over 70% in size; inactives centre near 23
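HP1-beta protein (50 nM final) preincubated 30 min at room temperature with biotinylated H3(1-18)K9me3 peptide (50 nM) in PBS pH 7.4, 0.01% Tween-20, then compound added for 30 min. AlphaScreen streptavidin donor/nickel chelate acceptor beads (10 ug/mL final), 30 min dark, luminescence read.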
JMJD2A Tudor: inhibitors of human JMJD2A Tudor domain | Potency, µM (series often up to 114 µM), inactives show at the top dose activity change, negative = inhibition, usual class: inhibitors | O75164 | 390,000 tested, 4.4% active | AID 504339 | AlphaScreen JMJD2A-Tudor / H3K4me3 peptide binding; note: potency is the fitted concentration of half-maximal effect; % is set by controls: 0 for no effect and ±100 for the full control effect; nearly all actives have a fitted effect of over 50% in size
GLS inhibitor: glutaminase GLS (human) inhibition; O94925; GLS enzymatic activity, qHTS titration; Potency, µM (series often up to 45.5 µM), for inactives: at the top dose activity change, negative = inhibition, usual class: inhibitors; 410,000 tested, 0.21% active; note: potency is the fitted concentration of half-maximal effect; % is set by controls: 0 for no effect and ±100 for the full control effect
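Enzyme dispensed in phosphate buffer (45 mM, pH 8.2, 0.02% Tween-20), compounds pinned in, then 1 mM L-glutamine solution and the glutamate oxidase–HRP–Amplex Red mix added; fluorescence read immediately and again after 30 min at room temperature.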
Pin1 inh: inhibitors of human Pin1. Q13526. Pin1 FP peptide displacement, HiFluor488, 10 min. Potency, µM (doses to about 115 µM), for inactives: at the highest dose activity, negative = inhibition, usual class: inhibitors. 390,000 tested, 0.009% active; active = well fitted inhibition curve with a large enough effect in the polarisation, with a control signal flat, not every such curve was filed as active; inconclusive = small, poorly fitted or top-dose-only effect, or effect the other way, or a change in a side signal; inactive = no such curve, though single readings can be large or run the other way; the % refers to the polarisation; note: potency is the fitted concentration of half-maximal effect; % is set by controls: 0 for no effect and ±100 for the full control effect
BAZ2B block: blocks human BAZ2B | Q9UIF8 | AlphaScreen BAZ2B-H3K14Ac peptide displacement | Potency, µM (titrated, usually from 114 µM), for the others: at the highest dose activity change, negative = inhibition, actives largely listed as inhibitors | 360,000 tested, 4.4% active | AID 504333; note: potency is the fitted concentration of half-maximal effect; % is set by controls: 0 for no effect and ±100 for the full control effect; nearly all actives have a fitted effect of over 60% in size
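Compounds, titrated to a top concentration of 110 uM, were incubated 30 min at room temperature with preformed BAZ2B/acetyl-K14 H3 peptide complex (50 nM each). Proximity signal was measured by AlphaScreen after 20 min with beads.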
PI4K2A inh: PI4K2A (human) kinase inhibition; Q9BTU6; purified PI4K2A, ADP-Glo luminescence, 1 h; active compounds read low; activity change, negative = inhibition, % at 76.9 µM; 420,000 tested, 0.13% active; in the data active = activity change below about -50%; inconclusive = mostly about -30% to -49%;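 note: -100% = wells without enzyme as full effect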
Target sequence (Q9BTU6 whole entry, looked up): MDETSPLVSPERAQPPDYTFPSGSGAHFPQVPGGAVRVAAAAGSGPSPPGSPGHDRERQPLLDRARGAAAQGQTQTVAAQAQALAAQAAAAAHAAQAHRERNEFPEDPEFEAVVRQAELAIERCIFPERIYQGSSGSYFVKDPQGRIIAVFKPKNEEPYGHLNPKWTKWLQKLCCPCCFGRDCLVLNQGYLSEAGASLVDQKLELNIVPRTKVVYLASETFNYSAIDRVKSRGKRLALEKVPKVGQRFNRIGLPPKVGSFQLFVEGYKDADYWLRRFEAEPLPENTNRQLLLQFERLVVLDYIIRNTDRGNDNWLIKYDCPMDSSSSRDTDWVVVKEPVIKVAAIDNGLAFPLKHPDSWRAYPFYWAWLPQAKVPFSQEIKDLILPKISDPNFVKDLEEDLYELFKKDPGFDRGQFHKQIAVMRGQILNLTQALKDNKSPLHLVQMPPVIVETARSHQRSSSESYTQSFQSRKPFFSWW
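PI4K2A activity was measured by ADP-Glo luminescence: enzyme (4 ug/mL stock) and phosphatidylinositol (1.2 mM stock) in Tris pH 7.5/MgCl2/EGTA/Triton X-100 buffer were reacted with ATP (300 microM stock) for one hour at ambient temperature.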
PGK inhibitor: inhibitors of T. brucei phosphoglycerate kinase; AID 602233; PGK/GAPDH coupled, Kinase-Glo luminescence, 60 min; 380,000 tested, 0.043% active; Potency, µM (highest dose often 57.5 µM), inactives show at the highest dose activity change, negative = inhibition, most hits filed as inhibitors; P07378; note: potency is the fitted concentration of half-maximal effect; % is set by controls: 0 for no effect and ±100 for the full control effect; nearly all actives have a fitted effect of over 60% in size
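Recombinant glycosomal PGK reaction used 1,3-bisphosphoglycerate generated in-well by GAPDH (100nM final) in 100mM TEA pH 7.6, 5mM MgCl2, 0.01% Tween-20. After 60 minutes at room temperature, ATP was read by Kinase-Glo Plus luminescence end-point.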
G9a block: inhibitors of human histone lysine methyltransferase G9a; Q96KQ7; G9a H3K9 monomethylation, AlphaScreen, 2 h; Potency, µM (series often up to 102 µM), for inactives: top-dose activity, negative = inhibition, actives largely listed as inhibitors; 350,000 tested, 8.8% active; note: potency is the fitted concentration of half-maximal effect; % is set by controls: 0 for no effect and ±100 for the full control effect; nearly all actives have a fitted effect of over 75% in size
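Step 1: enzyme (final 20 nM) with compound, 15 min RT. Step 2: substrate peptide 500 nM and SAM 20 uM, 2 h RT. Step 3: anti-H3K9me1 antibody and AlphaScreen beads, 10 min, then plate read.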
Starred values were filed as active, the others as inactive; i = inactive; u = inconclusive; x = not tested or not shown; [ ] = remark or other dose. Unless noted, calls come from the whole dose curve; as a rule, active = well fitted curve in the direction sought with a large enough effect; inconclusive = small, poorly fitted or top-dose-only effect, or another doubt; inactive = no such curve, though single readings can be large; an effect the other way counts as inactive or inconclusive.

Pin1 inh	PGK inhibitor	ERG Ets-DNA blk	BAZ2B block	PI4K2A inh	GLS inhibitor	G9a block	HP1b binding inh	JMJD2A Tudor	molecule
-0.4%	-4.5%	-3.4%	-9.0%	-2.2	-15.6%	2.0%[59 µM]	37.0%	-20.3%	COc1cccc2cc(-c3cn4c(n3)sc3cc(F)ccc34)c(=O)oc12
-4.0%	i	-8.7%	-23.6%	0.9	-3.4%	-40.7%	36.8%	-9.2%	O=C(Nc1ccc(F)c([N+](=O)[O-])c1)C1CC(=O)N(Cc2ccccc2)C1 (stereo not drawn)
2.8%	2.2%	8.2%	-8.0%	-1.0	-10.2%	26.5%[59 µM]	45.5%[activator]	-4.9%	O=C(Nc1nnc(SCC(=O)N2CCOCC2)s1)C1CC(=O)N(c2ccccc2)C1 (stereo not drawn)
-4.0%	x	-9.4%	19.3%	-0.5	-5.9%	25.1µM*	17.0%	-5.5%	CCCCCC(=O)NC(NC(=S)NC1CCS(=O)(=O)C1)C(Cl)(Cl)Cl (stereo not drawn)
3.5%	2.6%	1.3%	-6.8%	-1.4	8.9%	13.9%	38.0%[activator]	9.8%	Cc1ccc(-n2nc(C)c3c(C(=O)OCC(=O)N(C)C4CCS(=O)(=O)C4)cc(-c4ccccc4)nc32)cc1 (stereo not drawn)
-3.3%	-7.7%	-4.5%	1.4%	2.6	-16.6%	-3.7%	33.0%	-11.0%	CC1Cc2ccccc2N1C(=O)CN1CCCCC1 (stereo not drawn)
-3.0%	-1.4%	x	-4.9%	1.0	11.5%	u	12.3%	-12.8%	N#Cc1nc(Cc2ccccc2)oc1NCCN1CCOCC1
0.1%	9.9%	0.8%	5.62µM*	-14.9	4.3%	x	33.0%	10µM*	Cc1c(C)c2cccnc2c2ncccc12
1.3%	0.8%	-1.9%	-8.8%	-0.9	21.1%	15.9%	-23.8%	-31.7%	COc1ccc2[nH]cc(CCNC(=O)c3ccccc3Cl)c2c1
-0.2%	-1.8%	x	4.1%	0.0	-5.8%	6.7%[12.7 µM]	24.2%	-18.6%	CCOC(=O)C1=C(CN2CCSCC2)NC(=O)NC1c1cc(C)ccc1C (stereo not drawn)
-7.3%	-4.2%	-4.8%	-22.9%	-5.5	u	12.6µM*	31.9%	-29.3%	C/C(=N\Nc1ccc(C(=O)O)cc1)c1ccc(-n2ccnc2)cc1
-2.6%	-5.8%	-10.1%	-5.2%	-5.4	-6.0%	-13.8%[59 µM]	7.6%	-10.1%	NS(=O)(=O)c1ccc(CCNC(=O)C(=O)c2c[nH]c3ccccc23)cc1
-6.7%	i	u	14.9%	10.1	0.0%	-10.4%[12.7 µM]	27.5%	4.5%	CC(C)Cn1c(SCC(=O)NCc2ccc(Cl)cc2)nnc1-c1cccc(S(=O)(=O)N2CCOCC2)c1
3.2%	-4.1%	-10.9%	6.2%	-11.9	21.4%	-7.4%	39.5%[activator]	0.7%	COc1ccccc1N1CCN(C(=O)CSc2nnc(NC(=O)C3CC3)s2)CC1
7.9%	-3.6%	6.0%	-11.9%	1.0	8.0%	x	13.0%	-14.5%	CCOc1ccc(OCCC(=O)N2CCN(S(=O)(=O)c3ccc(OCC)cc3)CC2)cc1
u	-4.4%	-3.6%	3.9%	0.9	6.4%	9.5%[2.33 µM]	18.0%	-23.8%	NC(=O)c1cc([N+](=O)[O-])ccc1Nc1ccccc1
-1.2%	-7.2%	-2.5%	-11.7%	-4.2	-0.2%	3.3%	33.5%	6.3%	Cc1nn(C)c(C)c1/C=C(/C(=O)C(C)C)n1cncn1
-0.7%	-2.7%	-15.6%	0.9%	-6.3	38.1%[activator]	8.1%	52.1%[activator]	-14.0%[11.4 µM]	COc1cc(/C=N/NC(=O)Cn2cnc3c2c(=O)n(C)c(=O)n3C)ccc1O
0.2%	-6.2%	8.4%	4.7%	0.9	9.1%	-3.9%	-2.6%	7.8%	O=C(CCCC(=O)N1CCCC1)N1CCCC1
8.5%	-3.4%	21.3%	1.3%	-6.0	u	-6.5%[0.501 µM]	31.8%	0.7%	CN(C)c1cc(-c2ccccc2)nc(-c2ccccc2)n1

Arranged by molar mass (largest number first): three of the compounds above
Pin1 inh	PGK inhibitor	ERG Ets-DNA blk	BAZ2B block	PI4K2A inh	GLS inhibitor	G9a block	HP1b binding inh	JMJD2A Tudor	molecule
-7.3%	-4.2%	-4.8%	-22.9%	-5.5	u	12.6µM*	31.9%	-29.3%	C/C(=N\Nc1ccc(C(=O)O)cc1)c1ccc(-n2ccnc2)cc1
-3.0%	-1.4%	x	-4.9%	1.0	11.5%	u	12.3%	-12.8%	N#Cc1nc(Cc2ccccc2)oc1NCCN1CCOCC1
-1.2%	-7.2%	-2.5%	-11.7%	-4.2	-0.2%	3.3%	33.5%	6.3%	Cc1nn(C)c(C)c1/C=C(/C(=O)C(C)C)n1cncn1

Next part.
Pin1 inh	PGK inhibitor	ERG Ets-DNA blk	BAZ2B block	PI4K2A inh	GLS inhibitor	G9a block	HP1b binding inh	JMJD2A Tudor	molecule
1.5%	7.0%	17.1%	-4.8%	-1.7	-1.9%	x	2.7%	-2.0%[57.1 µM]	CCNC(=O)NC(=O)c1csc([N+](=O)[O-])c1
6.6%	-6.0%	-5.0%	-4.3%	4.2	0.5%	u	-3.0%	-28.4%	COc1ccc(NC(=O)c2cc([N+](=O)[O-])ccc2N2CCCC2)cc1S(N)(=O)=O
-2.6%	-0.3%	3.5%	2.2%	3.2	0.0%	15.2%	11.3%	-18.9%	COc1ccccc1NC(=O)CCN1C(=O)C2CC=C(Cl)CC2C1=O (stereo not drawn)
-1.1%	-0.4%	-7.8%	3.5%	-23.3	-18.5%	u	37.1%	-11.5%	C[C@H](NC(=O)c1ccco1)C(=O)NCCc1ccc(S(N)(=O)=O)cc1
-5.3%	-1.9%	-3.7%	-1.0%	-1.9	-1.0%	-0.4%[59 µM]	18.1%	-1.4%	O=C(COC(=O)c1nc(Cl)ccc1Cl)NC1CCS(=O)(=O)C1 (stereo not drawn)
1.7%	0.3%	9.0%	-1.6%	2.6	13.1%	1.1%[12.7 µM]	35.7%	-2.8%	O=C1c2ccccc2C(=O)N1CC1c2ccccc2CCN1C(=O)N1CCOCC1 (stereo not drawn)
-2.9%	i	-10.4%	17.0%	7.4	7.1%	1.6%[59 µM]	28.8%	10.3%	CCN(CC)C(C(=O)NC1CCCCC1)c1ccc(C)cc1 (stereo not drawn)
-2.9%	-6.3%	-4.3%	u	-12.7	0.9%	28.2%[12.7 µM]	36.2%	-12.5%[11.4 µM]	COC(=O)c1ccc(-n2c(C)cc(/C=N/Nc3nc(C)cc(=O)[nH]3)c2C)cc1
-5.3%	-4.0%	-0.4%	x	2.2	2.5%	27.1%	35.4%	2.1%	O=C(CNc1ccccc1F)N/N=C/C1CC=CCC1 (stereo not drawn)
-10.7%	x	x	-1.4%	-0.1	7.6%	-3.2%[12.7 µM]	23.7%	-17.2%	O=C(O)c1ccccc1COc1ccccc1Cl
-2.4%	-5.0%	-8.5%	u	0.8	30.9%[activator]	u	14.3%	-17.4%	C(=N\N1CCN(c2ccccn2)CC1)/c1ccco1
-0.8%	-0.3%	4.5%	0.9%	7.0	2.4%	16.7%	19.7%	-13.8%	Cc1cc2c(cc1S(=O)(=O)NC1CCCCC1C)OCC(=O)N2 (stereo not drawn)
-2.8%	i	-3.1%	-2.7%	2.9	-1.4%	1.9%	10.1%	-4.3%	O=C(COC(=O)c1cc(=O)[nH]c2ccccc12)NCc1cccs1
-6.7%	-8.3%	1.7%	-13.0%	2.9	-10.0%	20µM*	15.0%	-3.5%	NS(=O)(=O)c1ccc(CNC(=O)c2csc3c2CCCC3)cc1
-3.1%	2.6%	12.3%	-33.3%	-0.3	-20.2%	u	1.0%	-29.9%	O=C(Nc1cccnc1)c1ccc2ccccc2c1O
-1.3%	9.8%	-0.6%	-5.4%	-3.8	-8.7%	11.8%[59 µM]	32.4%	-18.0%	COc1ccc(NC(=O)Cn2nc(-c3ccccc3)c3cnc4ccc(C)cc4c32)cc1
-5.4%	-4.1%	5.0%	x	-2.1	10.2%	x	16.2%	u	CCC1Nc2ncnc(N3CCc4ccccc4C3)c2N(Cc2ccc(Cl)cc2)C1=O (stereo not drawn)
9.7%	3.5%	6.9%	5.0%	1.1	13.0%	0.3%	34.3%	-11.0%	Cc1cc(NC(=O)c2ccccc2)n(C(C)(C)C)n1
-0.5%	x	x	-37.4%	-5.6	u	3.8%[59 µM]	27.7%	-16.0%	C=CCn1c(SCCC)nc(O)cc1=O
-0.2%	i	-3.5%	-14.2%	1.7	2.1%	-19.0%	56.0%[activator]	-2.8%	Cc1ccc(NC(=S)NC(=O)C2CC2)c(C)c1

A stretch of the results above:
Pin1 inh	PGK inhibitor	ERG Ets-DNA blk	BAZ2B block	PI4K2A inh	GLS inhibitor	G9a block	HP1b binding inh	JMJD2A Tudor	molecule
-2.4%	-5.0%	-8.5%	u	0.8	30.9%[activator]	u	14.3%	-17.4%	C(=N\N1CCN(c2ccccn2)CC1)/c1ccco1
-0.8%	-0.3%	4.5%	0.9%	7.0	2.4%	16.7%	19.7%	-13.8%	Cc1cc2c(cc1S(=O)(=O)NC1CCCCC1C)OCC(=O)N2 (stereo not drawn)
-2.8%	i	-3.1%	-2.7%	2.9	-1.4%	1.9%	10.1%	-4.3%	O=C(COC(=O)c1cc(=O)[nH]c2ccccc12)NCc1cccs1

Assay outcomes as filed in PubChem.
